# Exocytosis inh: lytic granule exocytosis inhibition; TALL-104 LAMP-1 surface exposure, flow cytometry; cells stimulated with thapsigargin and PMA; inhibition, % at 10 µM; 360,000 tested, 0.66% active; AID 651702;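 active = inhibition above about 55%, limit read from the data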
# NR5A2 inv ag: NR5A2 inverse agonism in reporter assay; O00482; inhibition, % at 3.6 µM; HEK293T StAR-luciferase reporter, LRH-1 transfected, 24 h; 360,000 tested, 0.13% active; AID 602396;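 active = inhibition above the mean inhibition of all tested compounds plus 3 SD, cut at about 73% in these data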;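 also: 0% = DMSO wells and 100% = reporter-only cells lacking LRH-1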
# Target sequence (O00482 whole entry, looked up): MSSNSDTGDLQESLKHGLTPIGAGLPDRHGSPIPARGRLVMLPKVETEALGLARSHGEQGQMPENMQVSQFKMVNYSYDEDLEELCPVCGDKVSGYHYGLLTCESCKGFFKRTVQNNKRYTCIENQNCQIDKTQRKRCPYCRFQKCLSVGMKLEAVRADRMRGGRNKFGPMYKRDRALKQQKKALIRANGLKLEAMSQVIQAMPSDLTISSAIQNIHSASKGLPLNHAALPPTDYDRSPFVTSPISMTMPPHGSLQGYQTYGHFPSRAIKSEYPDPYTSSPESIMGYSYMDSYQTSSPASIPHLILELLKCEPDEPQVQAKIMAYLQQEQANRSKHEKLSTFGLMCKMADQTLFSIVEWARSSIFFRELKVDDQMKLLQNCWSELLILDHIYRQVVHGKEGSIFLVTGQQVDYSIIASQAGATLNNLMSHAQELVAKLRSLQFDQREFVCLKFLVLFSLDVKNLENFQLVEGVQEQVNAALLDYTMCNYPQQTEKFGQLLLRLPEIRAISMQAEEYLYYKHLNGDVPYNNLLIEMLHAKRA
# SRC2 inh: inhibits human steroid receptor coactivator 2 | HEK293 GAL4-SRC2 luciferase reporter, luminescence | inhibition, % at 9 µM | 370,000 tested, 0.17% active | AID 651957;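 active = inhibition above the mean inhibition of all tested compounds plus 3 SD, set per campaign, cut at about 52% in these data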;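 also: 0% = DMSO treated cells and 100% = cells given Gossypol at 36 µM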
# TROY NFkB inh: inhibitors of TROY-dependent NF-kB signaling; 360,000 tested, 0.98% active; Q293 LMP1-TROYcd NF-kB luciferase reporter, 4 h; inhibition, % at 10 µM;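 active = compounds whose plate-normalised and pattern-corrected inhibition of the luciferase reporter signal at the single screening dose is 50% or more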
# NOD2 RIPK2 PPI: inhibitors of human NOD2-RIPK2 interaction; O43353; CHO BLA complementation NOD2-RIPK2, CCF4 ratio; inhibition, % at 4.98 µM; 360,000 tested, 0.38% active; in the data active = inhibition above about 21%;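 also: 0% = vehicle only and 100% = reference blocker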
# NCOA1 inh: human NCOA1 inhibition | HEK293 GAL4-SRC1 luciferase reporter, luminescence | inhibition, % at 3.6 µM | 360,000 tested, 0.12% active;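 active = inhibition above the campaign mean plus 3 SD, with each screening campaign given its own cutoff, cut at about 60% in these data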;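 also: 0% = DMSO treated cells and 100% = gossypol at 36 µM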
# TLR9-MyD88 inh: blocks human TLR9 binding to MyD88; Q9NR96+Q99836; CHO BLA complementation TLR9-MyD88, CCF4 FRET ratio; inhibition, % at 4.98 µM; 340,000 tested, 0.21% active; AID 504734;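 active = inhibition above the mean over all tested compounds plus 3 SD, cut at about 21% in these data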;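 also: 0% = DMSO only wells and 100% = clavulanate BLA inhibitor control wells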
# TWEAK-Fn14 inh: blocks TWEAK-Fn14 interaction in a reporter cell assay; TWEAK-stimulated Fn14 reporter cells, luciferase luminescence, 8 h; inhibition, % at 10 µM; 360,000 tested, 2% active; AID 1159606; in the data active = inhibition above about 50%
# NCOA3 inh: human NCOA3 inhibition | Q9Y6Q9 | HEK293 GAL4-SRC3 luciferase reporter, luminescence | inhibition, % at 3.6 µM | 360,000 tested, 0.17% active | AID 588352;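 active = inhibition above a per-campaign cutoff, the mean of all compounds plus 3 SD, cut at about 60% in these data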;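 also: 0% = DMSO-treated cells and 100% = gossypol-treated cells at 36 µM; higher means less SRC3-driven luciferase light from the GAL4 reporter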
# ABHD5-PLIN5 inh: inhibitors of human ABHD5-perilipin-5 interaction | Q00G26+Q8WTS1 | Split G. princeps luciferase complementation, luminescence, 4 h | inhibition, % at 4 µM | 360,000 tested, 0.78% active | AID 602281;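 active = inhibition above the mean inhibition across every tested compound plus 3 SD, cut at about 22% in these data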;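 also: 0% = DMSO only wells and the 100% control is not disclosed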
# COUP-TFII inh: blocks human COUP-TFII nuclear receptor; inhibition, % at 8.6 µM; HEK293T NGFI-A luciferase reporter, luminescence; AID 686940; P24468; 370,000 tested, 0.7% active;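 active = inhibition above a per-plate cutoff, mean inhibition of test wells between control levels plus 3 SD, cut at about 38% in these data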;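 also: cells cotransfected with COUP-TFII expression vector driving the NGFI-A reporter; 0% = median of COUP-TF2 test wells and 100% = reporter-only cells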
# Target sequence (P24468 whole entry, looked up): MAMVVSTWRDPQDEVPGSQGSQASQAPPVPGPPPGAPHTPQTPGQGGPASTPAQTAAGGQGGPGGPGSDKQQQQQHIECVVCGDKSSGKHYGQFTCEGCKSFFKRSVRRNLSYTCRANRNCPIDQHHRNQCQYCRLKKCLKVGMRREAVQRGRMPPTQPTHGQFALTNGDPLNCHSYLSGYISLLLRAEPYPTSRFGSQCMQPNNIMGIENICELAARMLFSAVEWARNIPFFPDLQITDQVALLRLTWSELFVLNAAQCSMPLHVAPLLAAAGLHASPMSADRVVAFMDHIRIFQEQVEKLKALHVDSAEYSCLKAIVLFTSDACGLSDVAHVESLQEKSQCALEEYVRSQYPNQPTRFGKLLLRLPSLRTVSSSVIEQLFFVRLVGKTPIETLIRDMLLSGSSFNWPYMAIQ
# * hit, by the source's call; nt = not tested or not shown. Some of the compounds tested; the hit share may differ from the screen's.
SMILES,Exocytosis inh,NR5A2 inv ag,SRC2 inh,TROY NFkB inh,NOD2 RIPK2 PPI,NCOA1 inh,TLR9-MyD88 inh,TWEAK-Fn14 inh,NCOA3 inh,ABHD5-PLIN5 inh,COUP-TFII inh
O=C(Oc1ccc(Br)cc1C(=S)N1CCOCC1)c1ccccc1,-7.9,10.2,1.7,-5.2,0.9,-2.6,9.8,6.3,12.8,-6.3,-7.0
Cc1ccc(-c2cccc(CN3CCN(C(C)C)C(CCO)C3)c2)o1 (stereo not given),10.9,1.0,-8.1,-4.5,-14.4,-8.8,-4.0,1.6,11.5,8.4,-7.5
Cc1cc(C(=O)N/N=C/C=C/c2ccccc2[N+](=O)[O-])c(C)o1,0.2,15.4,-4.0,4.9,-3.9,11.3,-2.6,30.5,16.8,-3.0,3.0
CCN1C(=S)SC(=O)C1=C1C=C(C)N(Cc2ccco2)C(C)=C1,3.8,-92.7,-67.2,0.3,-0.8,-52.6,-5.1,23.1,-52.6,4.8,-36.5
O=C(O)C1=C[C@H](c2ccc3c(c2)OCO3)C[C@H](OCCCCO)O1,-5.2,1.1,-21.2,-5.1,-9.6,7.8,0.6,6.4,2.8,2.8,-12.6
Cc1onc(-c2ccccc2)c1C(=O)Nc1nc(-c2ccc(F)c(F)c2)cs1,-1.0,3.3,-26.3,-0.3,6.0,-18.9,-4.8,-4.3,6.0,-7.3,8.8
CC(C)Cc1ccc(C(C)C(=O)Nc2ccc(O)cc2)cc1 (stereo not given),0.2,-2.4,5.7,23.7,-4.2,-7.7,6.9,18.7,-7.5,-2.2,19.4
CCOc1cc(/C=N/NC(=O)Cc2ccc(C(F)(F)F)cc2[N+](=O)[O-])ccc1O,-6.2,-2.5,17.5,-0.1,-5.0,1.2,-3.8,-0.8,27.0,-1.5,22.1
O=C(CSc1ccc(-c2ccccn2)nn1)Nc1cccc(F)c1,-2.1,-5.4,-17.4,-22.8,-21.1,-28.9,-2.5,10.4,0.1,4.4,22.6
Cc1onc(-c2ccccc2)c1C(=O)OCC(=O)NCc1ccc(F)cc1,-1.0,3.7,-0.2,4.7,-7.9,-9.9,12.3,-2.8,9.9,3.7,-18.9
CCn1c(CC(=O)Nc2ccccc2F)nnc1SCC(=O)Nc1nncs1,-3.9,-22.7,-51.3,0.3,-2.4,-16.0,10.1,-5.5,10.1,6.2,-3.3
Cc1noc(C)c1COc1ccccc1C(=O)NCCc1ccc(F)cc1,8.3,-18.5,-0.8,-3.5,4.5,-6.4,12.7,-9.5,-11.4,-3.1,-7.4
COC1OC2COC(c3ccccc3)OC2C(NC(C)=O)C1OC(C)=O (stereo not given),-10.7,-7.2,-34.1,-5.7,2.4,1.5,8.0,-2.9,-35.0,-3.1,-16.7
O=C(NCCc1ccccc1)c1ccnc(/C=N/O)c1,-1.4,-15.9,-21.7,-21.4,-4.7,-10.3,-9.8,-11.8,2.3,3.7,-6.5
CCN1C(=O)CC(SC2CC(=O)N(CC)C2=O)C1=O (stereo not given),-1.9,15.4,-0.8,0.8,-4.2,-6.7,6.6,-24.8,-8.6,2.3,11.1
C=CCNC(=O)c1ccccc1NC(=O)C1COc2ccccc2O1 (stereo not given),-2.4,5.5,14.6,-10.4,-9.8,-17.9,-5.4,-6.8,-18.1,-3.2,11.4
CCCC(C(=O)Nc1ccc(S(=O)(=O)N2CCCC2)cc1)c1ccccc1 (stereo not given),-2.3,7.8,-24.0,2.6,-4.2,-19.1,5.9,-3.7,6.7,-17.0,-12.2
CS(=O)(=O)c1cccc(C(=O)Nc2ccc(-c3nc4ccccc4[nH]3)cc2)c1,0.0,-36.0,-18.9,-49.2,-23.6,-1.9,8.4,-52.9,17.4,-12.6,-34.8
CC(=O)c1c(C)n(-c2ccc(Br)cc2)c2ccc(O)cc12,-11.6,11.2,20.5,11.0,8.1,10.9,-3.1,37.5,38.1,5.4,6.8
COc1cccc(C(=O)N2CCN(c3ncccn3)CC2)c1,2.9,-7.0,13.9,12.4,-3.6,15.5,2.0,-3.8,-1.3,-9.0,4.4
Cc1cccc(S(=O)(=O)Nc2nc3ccccc3nc2Nc2cccc(C(=O)O)c2)c1,3.3,5.8,-6.6,-15.3,-6.1,-10.7,-4.2,7.0,-25.9,-2.3,10.9
COc1ccc2oc(C(=O)N3CCCc4ccccc43)c(C)c2c1,-27.3,-76.8,-59.3,-33.2,3.2,-62.2,5.1,-35.4,-52.0,-5.8,-27.0
CC(C)S(=O)(=O)C/C(N)=N/OS(=O)(=O)c1ccc(Cl)cc1,0.1,23.4,-2.6,12.5,5.4,12.5,3.1,-18.8,-6.1,6.7,2.9
CC(C)(C)NC(=S)N1CCC(C(=O)c2ccc(F)cc2)CC1,2.7,-4.5,0.6,13.1,0.5,1.4,-4.8,-12.4,-10.5,-1.7,-27.4
COc1ccc(C2CCCN2C(=S)Nc2cccc(C)c2C)cc1OC (stereo not given),-0.3,18.3,12.9,2.3,3.5,2.7,-9.3,-10.4,12.5,1.4,14.3
SMILES,Exocytosis inh,NR5A2 inv ag,SRC2 inh,TROY NFkB inh,NOD2 RIPK2 PPI,NCOA1 inh,TLR9-MyD88 inh,TWEAK-Fn14 inh,NCOA3 inh,ABHD5-PLIN5 inh,COUP-TFII inh
CC1=C(C(=O)N2CCc3ccccc32)C2(CCC(C)CC2)OC1=O (stereo not given),-0.2,15.1,-18.2,-0.1,-3.0,-37.7,-0.3,12.0,10.9,3.7,-6.0
Cc1c(C(=O)NCC2CC2)sc(=O)n1Cc1cccc(F)c1,-2.1,0.4,-0.5,-2.8,8.1,-15.8,nt,-10.0,11.5,5.9,14.2
C#CCOCCOCCOCCNc1nc(N2CCN(C(=O)[C@H](C(C)C)n3cc(CCO)nn3)CC2)nc(N2CCN(C(=O)[C@H](CCCCN)n3cc(CCCC)nn3)CC2)n1,-4.2,-11.2,4.2,3.9,-13.4,-2.5,-6.0,-10.3,-8.4,5.8,0.2
CCc1ccc(NC(=O)c2ccccc2SC)cc1,-9.7,-47.7,-47.5,-73.2,-3.9,-27.0,9.9,-24.8,-31.2,1.2,-44.6
Cn1ccc2c(-c3ccc(F)cc3F)cc3c(c21)C1CCC3C1 (stereo not given),4.9,-14.4,-4.9,1.2,-8.5,-18.9,nt,-14.8,13.3,-9.3,17.4
N=c1sccn1CC(=O)Nc1cccc2ccccc12,1.8,4.2,0.5,11.3,-2.5,-2.5,8.4,-16.1,16.9,3.7,-10.0
COc1ccc(CNC(=O)N[C@H](C(=O)O)C(C)C)cc1OC,-2.3,7.8,3.8,8.1,-9.6,11.1,-0.2,2.9,13.0,-3.1,-12.0
CC(C)CC(=O)Nc1cc2c3c(c1)C(C)C(=O)N3CCC2 (stereo not given),3.9,22.2,-14.0,-0.2,-9.0,-5.4,4.9,-9.5,-15.3,4.6,-18.5
O=[N+]([O-])/C(C(Cl)=C(Cl)Cl)=C(\Sc1ccccc1)N1CCCCC1,1.4,6.5,-25.9,-7.5,7.4,-5.5,4.8,-10.1,7.4,1.5,12.9
Cc1ccc(C)c(NC(=O)C2=CCN(S(=O)(=O)c3ccc(F)cc3)CC2)c1,0.1,5.7,-39.3,-3.9,-1.5,4.5,4.5,-28.1,-4.2,2.8,2.1
Cc1nn(Cc2c(F)c(F)c(F)c(F)c2F)c(C)c1NC(=O)c1ccnn1C,34.4,5.2,-5.3,5.7,-1.2,-16.9,7.5,-3.4,5.0,10.4,14.5
O=C(c1ccc(OC2CCN(CCc3ccccc3)CC2)cc1)N1CCC[C@H]1CO,-1.7,11.1,-32.5,9.2,-7.1,6.3,2.9,-13.4,8.3,1.9,2.1
CCCCOc1ccc(/C=C/C(=O)NCCc2nc3ccccc3[nH]2)cc1,11.5,11.9,-23.2,-3.0,6.5,-7.7,-5.7,16.9,15.1,-2.1,12.5
CCN(CC)S(=O)(=O)c1ccc(-c2nnc(SCc3nnc(-c4ccc(C)cc4)o3)o2)cc1,-7.5,7.4,1.3,23.3,1.4,-1.9,3.7,-21.3,12.4,-1.4,-14.8
Cc1cc2c(ncn2C)c(NS(=O)(=O)c2ccc(F)cc2)c1C,-1.1,4.1,1.1,-5.1,0.0,-8.5,0.1,23.5,13.6,-0.1,-7.0
N#CCSc1nnc(COc2cccc3ccccc23)n1-c1cccc(Cl)c1,-2.7,-26.8,-1.1,31.0,-2.2,10.5,3.3,18.1,5.5,10.9,8.9
Cc1ccc(C(=O)NCC(=O)NCC(=O)OCc2ccc(F)cc2)cc1,-2.5,-7.7,0.8,-10.7,-2.4,-21.2,-8.8,7.7,-12.4,1.0,-2.9
O=C(O)Cc1ccc2c(c1)N(S(=O)(=O)c1cccs1)CC(C(=O)O)O2 (stereo not given),1.3,-7.2,-6.2,4.1,-15.5,9.4,-1.6,-7.1,7.5,-4.5,18.9
CCc1ccccc1NC(=O)CNC(=O)c1n[nH]c(=O)c2ccccc12,2.7,10.3,-12.2,15.0,-7.7,2.2,6.0,-1.0,14.5,0.6,1.0
COc1ccc(-c2sc3ccccc3c2-c2ccc(O)cc2)cc1,7.0,-14.2,-7.7,-4.7,-6.4,-21.0,-1.1,29.2,-7.4,-3.7,-7.3
Cn1c(=O)c([N+](=O)[O-])c(Oc2ccccc2)c2ccccc21,-0.7,14.9,-1.8,12.0,-12.0,-12.0,-10.8,16.9,-13.8,3.9,10.8
CN(C)S(=O)(=O)Oc1ccsc1C(=O)Nc1cccc(Cl)c1Cl,2.1,-8.9,-14.3,5.5,-2.2,1.2,-6.5,16.6,4.2,6.8,-1.5
COc1cccc(C2CC(=O)Nc3c2c(=O)n(C)c(=O)n3C)c1OC (stereo not given),0.2,7.8,-4.9,-5.3,-8.8,1.1,24.1*,5.8,-8.6,7.5,2.1
COc1ccc(Nc2nnc(C)c(=O)[nH]2)cc1,-3.3,13.0,6.9,5.5,2.9,-8.2,-0.9,-4.1,-3.7,-4.0,-5.6
O=C(COC(=O)CNC(=O)c1ccc([N+](=O)[O-])o1)Nc1ncc(C(F)(F)F)cc1Cl,-3.5,7.6,15.6,-11.8,-2.9,-17.3,-6.1,14.1,-0.1,4.1,3.7
SMILES,Exocytosis inh,NR5A2 inv ag,SRC2 inh,TROY NFkB inh,NOD2 RIPK2 PPI,NCOA1 inh,TLR9-MyD88 inh,TWEAK-Fn14 inh,NCOA3 inh,ABHD5-PLIN5 inh,COUP-TFII inh
CN(C)c1ccc(NC(=O)CCN2C(=O)c3cccc([N+](=O)[O-])c3C2=O)cc1,-10.9,5.6,-1.6,-9.6,-2.6,-53.1,-10.0,3.0,2.0,-5.1,-5.3
COc1cc(C(=O)O)ccc1OC(C)=O,0.1,14.4,-17.4,7.0,18.8,9.4,11.8,7.2,0.3,-5.4,-10.0
COc1ccc(-c2[nH]c(-c3ccc(Cl)cc3)nc2SCC(=O)Nc2nccs2)cc1,-3.8,-7.0,-2.8,25.5,0.8,2.2,-4.2,16.5,-4.9,-10.7,-9.4
CCOc1ccc(N(CC(=O)NC2CCCC2)S(=O)(=O)c2c(C)noc2C)cc1,2.0,-17.6,nt,0.7,-17.5,-4.5,2.2,1.3,3.1,0.7,nt
CC(C)N=C(NS(=O)(=O)c1ccc(Br)cc1)c1ccc(Cl)cc1,-2.1,-1.9,-18.8,4.1,-8.6,-59.1,-51.9,-4.3,-2.9,0.4,2.5
C=CCN1C(=O)/C(=N/n2cnnc2)c2ccccc21,7.0,10.5,-18.7,5.2,8.5,-1.7,-3.3,0.8,17.3,-22.0,-0.4
